VLA-4 inh: inhibition in human VLA-4 binding assay, primary screen, VLA-4 allosteric modulator project, MLPCN library, flow cytometry, VLA-4 expressing cells | ligand binding flow cytometry | inhibition, % (about 7 µM as worked out from the volumes in the protocol) | 330,000 compounds, 0.2% hits | Integrin alpha-4 (Homo sapiens), P13612 | AID 2557, 2010; in the data active = inhibition above about 50%
Target sequence (P13612 whole entry, looked up): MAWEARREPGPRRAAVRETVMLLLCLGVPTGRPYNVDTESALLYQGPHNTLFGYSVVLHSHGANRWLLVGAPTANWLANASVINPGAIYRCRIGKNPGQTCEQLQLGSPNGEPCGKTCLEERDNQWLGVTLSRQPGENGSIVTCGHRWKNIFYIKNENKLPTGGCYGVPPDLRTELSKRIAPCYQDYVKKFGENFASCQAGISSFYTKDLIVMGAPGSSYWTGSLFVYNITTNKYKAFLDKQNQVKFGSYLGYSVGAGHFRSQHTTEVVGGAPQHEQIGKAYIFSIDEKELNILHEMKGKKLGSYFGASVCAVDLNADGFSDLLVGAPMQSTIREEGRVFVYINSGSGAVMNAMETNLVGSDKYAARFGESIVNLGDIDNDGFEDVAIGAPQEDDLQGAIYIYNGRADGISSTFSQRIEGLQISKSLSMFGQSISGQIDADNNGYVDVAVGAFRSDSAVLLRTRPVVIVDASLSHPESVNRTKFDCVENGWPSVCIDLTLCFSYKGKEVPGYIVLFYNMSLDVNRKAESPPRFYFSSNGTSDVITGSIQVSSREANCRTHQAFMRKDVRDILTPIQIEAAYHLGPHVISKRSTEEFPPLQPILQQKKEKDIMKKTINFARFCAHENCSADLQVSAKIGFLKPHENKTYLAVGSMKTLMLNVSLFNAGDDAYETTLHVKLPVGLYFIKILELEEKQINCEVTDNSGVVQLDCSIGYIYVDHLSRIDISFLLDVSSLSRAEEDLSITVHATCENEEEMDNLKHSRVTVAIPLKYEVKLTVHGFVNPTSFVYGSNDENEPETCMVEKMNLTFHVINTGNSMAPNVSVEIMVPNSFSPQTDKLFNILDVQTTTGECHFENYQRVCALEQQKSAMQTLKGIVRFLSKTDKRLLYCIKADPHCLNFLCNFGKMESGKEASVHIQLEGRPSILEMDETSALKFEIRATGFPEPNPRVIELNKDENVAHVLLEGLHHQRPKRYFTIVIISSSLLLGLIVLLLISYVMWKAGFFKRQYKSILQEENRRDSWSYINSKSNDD
BCLXL inh: inhibitors of human Bcl-xL, primary screen, biochemical, fluorescence polarization, HTS | Bcl-2-like protein 1 (Homo sapiens), Q07817 | GST-Bcl-xL / FITC-Bim BH3 peptide fluorescence polarization | inhibition, % at 10.9 µM | 320,000 compounds, 0.7% hits;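 active = inhibition above the mean of all tested compounds plus 3 SD, cutoff set per campaign, cut at about 30% in these data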;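 note: 0% = DMSO wells and 100% = unlabeled Bim-BH3 peptide competitor; inhibitors lower millipolarization by displacing the labeled peptide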
GRK2 inh: compounds blocking aptamer binding on GRK2 – biochemical, human GRK2, bead flow cytometry, HTS, primary screen. Beta-adrenergic receptor kinase 1 (Homo sapiens), P25098. FAM-aptamer displacement from GRK2. inhibition of aptamer binding, % at 10 µM. 330,000 compounds, 0.59% hits. AID 488847, 2010;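 active = inhibition of aptamer binding above 40%, roughly 3 SD of noise, on plates passing a quality check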;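 note: median bead fluorescence of bound FAM aptamer so fluorescent compounds give negative values; no value below 0 was filed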
GLD-1 TGE inh: GLD-1/TGE RNA complex disruptors, primary screen, biochemical, fluorescence polarization. Female germline-specific tumor suppressor gld-1 (Caenorhabditis elegans), Q17339. purified GLD-1 + fluorescein TGE RNA. inhibition, % at 5.96 µM. 320,000 compounds, 0.44% hits. AID 2280, 2010;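 active = percent inhibition above a per-plate cutoff, the plate mean of test compounds plus 3 SD, cut at about 30% in these data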;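 note: 0% = DMSO wells with GLD-1 and probe and 100% = wells lacking GLD-1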
Fam108B counter: mouse Fam108B serine hydrolase inhibitors, primary screen, counter-screen for RBBP9 inhibitor project, biochemical, fluorescence polarization | inhibition, % at 9.51 µM | recombinant Fam108B, FP-Rh probe fluorescence polarization | 300,000 compounds, 0.33% hits;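 active = inhibition above the screen mean inhibition plus 3 SD, computed separately per campaign, cut at about 18% in these data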;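 note: inhibitors lower polarization as less probe binds the enzyme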
CIT2 TOR yeast: modulators of CIT2-GFP expression in yeast, primary screen, S. cerevisiae, GFP fusion, multiplex flow cytometry, MLPCN library | S. cerevisiae CIT2-GFP strain, 3 h; 100 means same as DMSO wells | GFP response vs DMSO, % at 10 µM | 320,000 compounds, 0.065% hits | AID 2029, 2009;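 active = GFP response relative to DMSO above a set limit, near the screen mean plus 3 SD, cut at about 150% in these data; inconclusive = Fewer than 70 cells measured for a yeast strain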;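 note: ratio of well median GFP fluorescence to mean of DMSO wells on the plate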
AGP1-GFP MLPCN: modulators of AGP1-GFP expression in yeast TOR pathway, primary screen, cell-based, multiplex flow cytometry, S. cerevisiae, MLPCN library | 3 h; GFP as percent of DMSO wells | GFP response vs DMSO, % at 10 µM | 320,000 compounds, 0.02% hits | AID 2066, 2009;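 active = GFP response relative to DMSO above a set limit, near screen average plus 3 SD, cut at about 150% in these data; inconclusive = fewer than 70 cells counted for the yeast strain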;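 note: median GFP channel fluorescence of the gated AGP1 strain per well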
MEX-5 binding: MEX-5 zinc finger RNA-binding disruptors – biochemical, C. elegans, fluorescence polarization, MLPCN library, primary screen; AID 1832, 2009; MEX-5/FITC-TCR2 RNA binding; hits give low values; 300,000 compounds, 0.38% hits; Zinc finger protein mex-5 (Caenorhabditis elegans), Q9XUB2; activity score (negative = inhibition of binding), % at 10 µM;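 active = inhibition past about -25% in most replicates, and total fluorescence under double the plate's negative control median, limit read from the data; inconclusive = replicates evenly split on the limit, or fluorescence at least double controls; inactive = too little inhibition in most replicates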;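 note: 0% = DMSO and -100% = 5 µM competing unlabeled TCR2 RNA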
MCL1-BIM inh: inhibitors of MCL1 binding to BIM-BH3, primary screen, biochemical, fluorescence polarization | GST-MCL1 / FITC-Bim-BH3 fluorescence polarization | inhibition, % at 10.9 µM | 320,000 compounds, 0.68% hits;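 active = inhibition above the mean inhibition of all tested compounds plus 3 SD, set per campaign, cut at about 40% in these data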;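 note: 0% = DMSO wells and 100% = unlabeled Bim-BH3 peptide control; higher means more loss of mP so more displacement of Bim peptide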
An asterisk follows results filed as active; ? = inconclusive; · = not tested or not shown; [ ] = another dose, or the depositor's remark.

SMILES	VLA-4 inh	BCLXL inh	GRK2 inh	GLD-1 TGE inh	Fam108B counter	CIT2 TOR yeast	AGP1-GFP MLPCN	MEX-5 binding	MCL1-BIM inh
COc1ccc(CCNC(=O)CN2C(=O)C3(OCCCO3)c3ccccc32)cc1OC	-5	4	2	4	0	105	102	1.1	6
Clc1cccc(N/N=C(\Cc2nc3ccccc3[nH]2)c2ccccc2)c1	-3	9	0	10	17	96	98	-1.0	3
CCCCOCC1CN(c2ccccc2)C(=O)CS1 (centres undefined)	11	3	8	-4	-4	·	112	0.8	16
O=C(COc1ccc2ccccc2c1)NCC(=O)N/N=C/c1ccco1	-10	2	3	9	-1	106	103	1.9	3
COc1ccc(Cc2nc3ccc(C(=O)N(C)CC4COCCO4)cc3o2)cc1 (centres undefined)	7	2	0	-3	-3	105	100	1.1	-3
CC(C)(C)C(=O)NC1=NN(c2c(Cl)cc(Cl)cc2Cl)C(=O)C1	1	-2	2	-4	-8	86	90	1.3	-6
COc1cc(/C=N/Nc2nncc3ccccc23)cc(OC)c1OC	-3	3	2	1	3	99	90	-0.1	5
CCOc1ccccc1N1CCN(S(=O)(=O)c2ccc(Cl)s2)CC1	2	-2	2	2	-2	96	100	0.5	-4
COc1ccc(NC(=O)C2CC(=O)N(C(C)C)C2)cc1 (centres undefined)	9	-2	0	0	1	106	105	0.5	-2
O=C(NCCC1=CCCCC1)C(=O)NCc1ccccc1Cl	-7	3	0	-1	1	106	99	-3.7	-6
O=C(NCCc1ccc(Cl)cc1)C1CCCN1C(=O)Nc1ccc(F)cc1 (centres undefined)	7	2	5	-1	1	96	100	-9.9	1
CC(=O)Oc1ccc(N2C(=O)C3C(C2=O)C2(C)C=CC3(C)O2)cc1 (centres undefined)	20	5	0	7	1	·	82	·	10
O=C(COc1ncnc2ccccc12)NC1CCCC1	21	·	1	-2	·	114	110	·	·
Clc1ccccc1Cn1nc(-c2ccccc2)nc1-c1ccccc1	12	5	2	10	-2	103	99	1.7	0
CC(C)Oc1ccc(/C=N/NC(=O)c2nnn(-c3nonc3N)c2CN(C)C2CCCCC2)cc1	8	2	0	-11	-3	100	97	0.3	1
CN(C)S(=O)(=O)NC(=O)C1=C(N2CCCC2)COC1=O	0	·	3	0	·	85	88	·	·
CNS(=O)(=O)c1cc(N)ccc1C	8	6	1	6	7	111	105	3.9	5
COC(=O)CN1C(=S)N(c2ccc(OC)cc2)C(=O)/C1=C/c1ccc(OC)cc1	-4	2	4	-2	1	93	96	2.0	-3
CN(C)c1ccc(/C=N\S(=O)(=O)c2ccccc2)cc1	-9	-2	0	0	-1	90	88	2.4	2
O=C(NCCO)NC(=S)c1ccccc1	3	5	4	6	-5	94	100	-1.5	9
Cc1ccc(NC(=O)CSc2nnc3ccccn23)cc1S(=O)(=O)N1CCOCC1	11	5	0	-3	4	105	103	0.7	2
COC(=O)c1ccccc1NC(=O)C1CCN(S(=O)(=O)c2cc(OC)ccc2OC)CC1	-5	5	2	5	-4	103	100	-0.6	-5
C=CCNC(=O)c1onc(CSc2cccc3ccccc23)c1C(=O)O	·	0	·	3	-3	·	·	1.0	-1
Cn1c(=O)[nH]c(=O)c2c1nc(CN1CCOCC1)n2CCc1ccccc1	-3	0	0	3	-6	96	99	2.1	2
Cc1cc(C2=NNC(=NC3CCCCC3)SC2)c(C)n1-c1c(C)n(C)n(-c2ccccc2)c1=O	0	1	4	-3	2	109	110	2.8	9

As entered above.
MEX-5 binding with CC(C)Oc1ccc(/C=N/NC(=O)c2nnn(-c3nonc3N)c2CN(C)C2CCCCC2)cc1 stands at 0.3
Fam108B counter with CC(=O)Oc1ccc(N2C(=O)C3C(C2=O)C2(C)C=CC3(C)O2)cc1 (centres undefined) stands at 1

New compounds follow.
SMILES	VLA-4 inh	BCLXL inh	GRK2 inh	GLD-1 TGE inh	Fam108B counter	CIT2 TOR yeast	AGP1-GFP MLPCN	MEX-5 binding	MCL1-BIM inh
CC(C)CC(NC(N)=O)C(=O)Nc1ccc(Oc2ccccc2)cc1 (centres undefined)	18	2	3	1	1	106	100	-0.7	-2
COC(=O)/C(=C(O)\C=C\c1ccccc1[N+](=O)[O-])c1nc2ccccc2[nH]1	11	6	1	1	5	102	100	-0.2	8
Cc1c(C)n2c3c(cccc13)CC2	-17	-19	2	-23	8	99	98	-1.3	-24
CCN1CCN(S(=O)(=O)c2ccc(Cl)c(C(=O)Nc3nnc(CC(C)C)s3)c2)CC1	2	-6	1	-3	5	97	94	1.8	-6
NNC(=O)C1COc2cc3ccccc3cc2O1 (centres undefined)	9	2	2	-7	-8	102	93	-1.0	3
COc1ccc(OCCn2cc(/C=C(\C#N)C(=O)NCc3ccco3)c3ccccc32)cc1	3	0	2	0	-4	101	105	-4.7	8
Cc1ccc2c(c1)C(c1ccccc1)N(C(=O)c1cc3ccccc3oc1=O)CC(=O)N2 (centres undefined)	26	-2	2	2	1	99	102	-1.2	0
CCc1cc(Cn2nc(-c3ccccc3)cc2C(=O)O)on1	-1	4	2	4	9	101	104	-2.7	2
Cn1c(=O)n(C)c2cc([N+](=O)[O-])c(N3CCN(S(=O)(=O)c4ccc5ccccc5c4)CC3)cc21	26	3	0	2	6	102	101	-0.3	6
CCOC(=O)C1(CCOC)CCN(Cc2ccccc2-c2ccco2)CC1	8	4	3	4	-2	·	99	3.3	3
Cc1sc(NC(=O)CSc2nnc(CCNC(=O)c3cccs3)n2C)nc1-c1ccccc1	30	2	5	3	-3	108	104	0.2	4
O=C(CSc1ccc2ccccc2c1)NCc1cccs1	-9	4	0	-2	0	78	94	2.2	8
Cc1cc(C)c(C)c(S(=O)(=O)N2CCN(Cc3nc4ccccc4[nH]3)CC2)c1C	0	0	0	0	2	99	102	0.9	2
O=C(C1CCCC1)N1CCCC(Nc2ccc(F)cc2)C1 (centres undefined)	-7	-1	0	0	4	103	93	-1.6	2
CC(=O)Nc1ccc2sc(NC(=O)CN3CCOCC3)nc2c1	4	·	1	·	·	99	93	0.7	·
COCC(C)N1CC(O)=C(c2nc(-c3ccc(Cl)cc3)cs2)C1=N (centres undefined)	23	5	0	2	1	94	88	-0.9	0
CCOc1cc(N2CCOCC2)c(OCC)cc1NC(=O)c1cc(S(=O)(=O)N2CCOCC2)ccc1F	-2	·	5	1	·	95	102	·	·
CCCSc1ccc([C@H]2N[C@@](C)(C(=O)OC)[C@H]3C(=O)N(C)C(=O)[C@@H]23)cc1OC	5	6	30	-6	4	96	87	1.1	2
Cc1cccc(Nc2nc(N)c(C#N)c(CC#N)c2C#N)c1	-5	-2	0	-16	2	100	102	0.6	-10
O=S(=O)(Nc1nc2ccc(Cl)cc2s1)c1cccs1	-6	8	2	-3	-3	100	100	-1.4	4
CC(=O)N1CCN(c2nnc(-c3ccc(C)cc3)c3ccccc23)CC1	9	4	0	2	3	97	94	-1.2	3
Cc1cccc(N(CC(=O)NCCc2ccccc2)C(=O)c2csnn2)c1	16	-2	1	-4	-5	106	100	1.0	-1
CC(C)(C)NC(=O)Cn1c(SCC(N)=O)nc2ccccc21	13	5	0	-4	2	99	101	0.7	6
OCCN1CCN(c2cc(-c3ccccc3)c3ccccc3n2)CC1	-23	3	1	2	0	98	107	-1.3	-7
Cc1cc(Cl)c(S(=O)(=O)N2CCN(c3ccccn3)CC2)cc1OCC(=O)NC1CCCCC1	1	2	0	0	-5	98	100	0.6	-1
Other structures:
SMILES	VLA-4 inh	BCLXL inh	GRK2 inh	GLD-1 TGE inh	Fam108B counter	CIT2 TOR yeast	AGP1-GFP MLPCN	MEX-5 binding	MCL1-BIM inh
CCOC(=O)C1C(=O)OC(C)(C)C1C(C)C(=O)c1ccccc1 (centres undefined)	5	-2	1	7	-2	115	119	-1.2	1
COc1ccc(OC)c(Nc2ncnc3ccccc23)c1	4	2	4	-3	-2	105	102	-0.3	-4
O=C(O)c1ccccc1-c1nc2ccccc2c(=O)[nH]1	6	5	0	11	0	108	107	-1.0	-11
CCCCCCCCC(=O)NNC(=O)c1c(O)c2ccccc2n(CC)c1=O	-3	5	0	-2	-1	76	91	-0.2	12
COc1ccc(CC(=O)Nc2cccc(Cl)c2C)cc1S(=O)(=O)N1CCOCC1	8	-1	2	2	·	88	94	·	-2
CCc1cccc(NC(=O)Cn2ncn3c(cc4ccccc43)c2=O)c1	26	0	1	-2	-4	93	99	-2.4	2
O=S(=O)(Nc1cccnc1)c1ccc2c(c1)OCCO2	-9	3	0	3	-1	99	98	1.8	9
COc1ccc(OCC(O)CNC(=O)Nc2cc(C)cc(C)c2)cc1 (centres undefined)	10	8	4	1	-2	105	106	-2.4	2
Cn1nnnc1SCCNC/C=C/c1ccccc1	-2	3	0	3	-2	100	105	1.9	10
Cc1ccc(CSc2sc(C(=O)c3ccccc3)c(N)c2C#N)cc1	-1	-11	0	-8	-8	99	98	0.6	-17
CCOC(=O)c1[nH]c(=O)[nH]c1CSc1ccccn1	-2	15	0	9	-1	91	103	-5.7	15
Cn1cccc1C(=O)OCC(=O)Nc1ccc2[nH]c(=O)[nH]c2c1	11	·	0	6	·	90	97	·	·
CC1CN(C(=O)C2CCCN2S(=O)(=O)c2ccc(Cl)cc2)CC(C)O1 (centres undefined)	10	1	0	-5	-1	43	28	-2.1	1
COc1ccc(NS(=O)(=O)c2cccc(C(=O)N3CCN(Cc4cc(OC)ccc4OC)CC3)c2)cc1	-18	4	2	1	-4	103	97	-0.1	1
CN1CCN(C(N)=NC(=O)c2ccccc2)CC1	-2	7	0	5	-3	99	93	0.9	4
Cc1ccc(S(=O)(=O)n2nc(-c3cccnc3)nc2N)cc1	0	-4	0	-8	-5	90	102	-0.8	0
CC(C)c1ccccc1NC(=O)COC(=O)c1cccnc1	2	1	1	4	-6	104	105	-1.8	-8
N#Cc1cccc(C(=O)N(CCc2ccccc2)Cc2cccs2)c1	12	2	4	-6	2	84	94	3.3	1
COc1ccc([N+](=O)[O-])cc1/C=N/Nc1nc(N2CCCCC2)nc(N2CCCCC2)n1	7	0	0	-8	-5	101	92	-1.9	-4
COc1ccc(-c2nnc(SCC(=O)c3cccs3)o2)cc1	0	0	0	6	6	103	100	-2.0	-3
CC(C)n1nc(C(=O)Nc2ccc3c(c2)OCO3)c2ccccc2c1=O	-24	2	3	-3	·	87	93	·	3
Cc1cc(=O)n(-c2ccc(Cl)cc2)c(=O)[nH]1	3	5	1	-10	1	105[may fluoresce red]	?	1.0	5
O=C(CN1C(=O)/C(=C/c2ccc(Cl)cc2)SC1=S)NC1C=CS(=O)(=O)C1 (centres undefined)	15	3	0	3	-5	101	100	2.2	10
Cc1ccccc1NC(=O)CC1SC(=O)N(c2ccccc2)C1=O (centres undefined)	4	15	1	12	4	93	85	-2.9	18
Cc1nn(Cc2c(F)c(F)c(F)c(F)c2F)c(C)c1NC(=O)c1c([N+](=O)[O-])cnn1C	1	-1	0	9	1	98	103	-2.0	-6

Bioassay records as filed in PubChem.
